CHRM5 PAM = CHRM5 positive allosteric modulation; CHO-K1 hM5, Fluo-8 calcium, ACh EC20 PAM; 0% = ACh EC20, 100% = ACh EC100; AID 624038; actives 0.3% (n = 360,000); P08912; activation, % at 3 µM;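 active means activation above the run cutoff, the mean activation of all test compounds plus 3 SD, cut at about 18% in these data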
Target sequence (P08912 whole entry, looked up): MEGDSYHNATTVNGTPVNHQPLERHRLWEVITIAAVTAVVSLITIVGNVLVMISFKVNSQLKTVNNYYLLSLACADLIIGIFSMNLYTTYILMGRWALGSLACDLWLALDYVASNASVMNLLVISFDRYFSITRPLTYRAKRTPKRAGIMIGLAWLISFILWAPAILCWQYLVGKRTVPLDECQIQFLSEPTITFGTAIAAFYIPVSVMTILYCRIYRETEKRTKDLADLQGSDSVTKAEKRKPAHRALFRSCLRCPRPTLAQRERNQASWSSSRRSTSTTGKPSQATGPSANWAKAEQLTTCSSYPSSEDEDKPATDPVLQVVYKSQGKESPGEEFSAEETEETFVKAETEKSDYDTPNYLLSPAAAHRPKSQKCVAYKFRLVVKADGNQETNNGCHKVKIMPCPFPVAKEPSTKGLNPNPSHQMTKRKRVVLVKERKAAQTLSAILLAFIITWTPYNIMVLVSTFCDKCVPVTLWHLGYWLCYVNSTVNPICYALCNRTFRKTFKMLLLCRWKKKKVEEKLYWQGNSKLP
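Replicates: One well per compound, no replicates | System: Human M5 receptor in CHO-K1 cells | Benchmarks: Low control EC20 acetylcholine (0%), high control EC100 acetylcholine (100%) | Probe or stimulus: Acetylcholine, EC20 level | Times: Fluo-8 loading 80 min at 37 °C plus 30 min room temperature | Signal: Intracellular calcium via Fluo-8 fluorescence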
IDE inh = inhibitors of human insulin-degrading enzyme in cells; P14735; HEK cells, FAbetaB cleavage, fluorescence polarization; inhibition, % at 5.59 µM; actives 0.41% (n = 320,000); AID 434962;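 active means percent inhibition above the average of all tested compounds plus 3 SD, set per screening campaign, cut at about 16% in these data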;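 further: IDE supplied by intact live HEK cells; FP after avidin binding of uncleaved biotin substrate so inhibition keeps polarization high; 0% = DMSO wells and 100% = 60 µM reference IDE inhibitor Ii1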
M5 ag = CHRM5 agonism in calcium assay | CHO-K1 hM5 cells, Fluo-8 calcium fluorescence; 0% DMSO wells, 100% maximal acetylcholine response | activation, % at 3 µM | actives 0.19% (n = 360,000);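 active means activation above the run's mean over test compounds plus 3 SD, cut at about 23% in these data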;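 further: signal is peak over basal fluorescence ratio across the kinetic read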
M4 ag = CHRM4 agonism in calcium assay; P08173; CHO-K1 hM4/Gqi5, Fluo-8 calcium fluorescence; vehicle 0%, full acetylcholine response 100%; activation, % at 3 µM; actives 0.14% (n = 360,000); AID 624127;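 active means activation above the run mean over all test wells plus 3 SD, cut at about 32% in these data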;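 further: peak over basal fluorescence ratio per well then scaled between controls; 0% = DMSO wells and 100% = acetylcholine at EC100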
Target sequence (P08173 whole entry, looked up): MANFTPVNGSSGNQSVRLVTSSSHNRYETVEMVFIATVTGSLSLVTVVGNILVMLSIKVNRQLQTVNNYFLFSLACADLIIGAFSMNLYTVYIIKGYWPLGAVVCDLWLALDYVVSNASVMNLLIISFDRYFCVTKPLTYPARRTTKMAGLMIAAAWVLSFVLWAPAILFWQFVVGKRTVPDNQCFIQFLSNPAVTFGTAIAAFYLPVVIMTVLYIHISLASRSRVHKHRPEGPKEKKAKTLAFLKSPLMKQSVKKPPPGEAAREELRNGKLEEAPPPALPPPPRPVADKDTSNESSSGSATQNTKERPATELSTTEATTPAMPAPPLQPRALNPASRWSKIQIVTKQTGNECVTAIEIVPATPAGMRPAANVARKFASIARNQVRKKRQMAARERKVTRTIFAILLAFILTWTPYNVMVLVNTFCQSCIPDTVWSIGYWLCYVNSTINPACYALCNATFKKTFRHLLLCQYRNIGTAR
M4 PAM = CHRM4 positive allosteric modulation. P08173. CHO-K1 hM4/Gqi5, Fluo-8 calcium fluorescence, ACh EC20; 0% = ACh EC20, 100% = maximal ACh. activation, % at 3 µM. actives 0.4% (n = 360,000);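 active means activation above its plate's cutoff, the mean activation of sample wells plus 3 SD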; further: some results filed as inactive read as strong as hits
M4 antag = blocks acetylcholine activation of human M4 receptor; inhibition, % at 3 µM; actives 0.73% (n = 360,000); AID 624125; CHO-hM4 cells, ACh EC80, Fluo-8 calcium fluorescence;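 active means inhibition above its plate's cutoff, the mean inhibition of sample wells plus 3 SD, cut at about 27% in these data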;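 further: 0% = acetylcholine EC80 with DMSO and 100% = DMSO without agonist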
CRFR2-BP antag = blocks CRF-induced signaling of the CRF-BP/CRF-R2 complex; HEK293 CRF-R2/CRF-BP, CRF-induced calcium fluorescence; inhibition, % at 11.8 µM; actives 0.59% (n = 350,000);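 active means inhibition of the ligand-induced calcium signal above about 50% at the single tested concentration, limit read from the data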
CRFBP-R2 agonist = CRF-BP/CRF-R2 complex agonism; HEK293 CRF-R2/CRF-BP, calcium dye fluorescence (FLIPR); percent of saturating CRF peptide response; actives 0.46% (n = 350,000); activation, % at 13.2 µM;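 active means activation of at least 50%, plus an integration ratio under a set limit after plate pattern correction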;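 further: plate controls were neutral control wells without compound for no effect and CRF at EC100 for full effect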
CHRM5 antagonist = CHRM5 antagonism in calcium assay; P08912; inhibition, % at 3 µM; CHO-hM5 cells, Fluo-8 calcium fluorescence, ACh EC80; actives 0.59% (n = 360,000);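 active means inhibition above a per-plate cutoff, the mean of that plate's test compounds plus 3 SD, cut at about 27% in these data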;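 further: 0% = acetylcholine EC80 with DMSO and 100% = DMSO without agonist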
* hit, by the source's call; nt = no result given.

CHRM5 PAM	IDE inh	M5 ag	M4 ag	M4 PAM	M4 antag	CRFR2-BP antag	CRFBP-R2 agonist	CHRM5 antagonist	SMILES
-1	2	-1	2	2	0	-35	1.1	0	Cc1ccc(C)c2[nH]c(=O)c(C(c3nnnn3Cc3ccco3)N3CCc4ccccc4C3)cc12 (stereo not given)
-5	-1	0	1	2	0	-8	1.7	14	C=CCN1c2ccc(Br)cc2C(=O)CS1(=O)=O
-4	2	-2	0	-3	6	4	2.0	10	Cc1cccc(Nc2nc(N)nc(CCl)n2)c1C
-9	5	7	13	-5	-7	-1	2.5	11	COc1ccccc1N1CCN(c2ccc(N3C(=O)CCC3=O)cc2[N+](=O)[O-])CC1
-14	0	13	8	12	-19	-5	2.6	7	CCOc1ccc(NS(=O)(=O)c2ccc(C(=O)N3CCCC3)cc2)cc1
-5	-4	1	0	0	-8	-15	3.0	0	COc1ccc2oc(C(=O)Nc3ccccc3N3CCOCC3)c(C)c2c1
2	-1	0	0	-1	5	22	0.6	5	O=C(COc1ccc(/C=N/NC(=O)c2ccncc2)cc1)Nc1ccc([N+](=O)[O-])cc1
-4	-3	-1	1	-9	10	5	-1.8	-4	O=C(CCNS(=O)(=O)c1ccc(Br)s1)NCc1ccc(F)cc1
-6	5	-5	1	-3	-3	0	-1.3	2	CCN1CCN(Cc2ccc(NC(=O)Nc3ccccc3Cl)cc2)CC1
-1	7	-3	0	-5	12	9	-0.1	9	O=C(C[n+]1cc(Br)cc(Br)c1)c1ccc(-c2ccccc2)cc1
-4	5	-7	0	9	9	17	0.8	2	CC(C)CC(OC(=O)c1ccco1)C(=O)NCC1CCCO1 (stereo not given)
3	5	-3	0	4	2	-1	-1.0	12	c1ccc(-c2cnc(-c3ccccc3)nn2)cc1
6	6	-2	4	4	-15	5	0.2	-13	Cc1ccc(OCC(=O)Nc2nnc(S(=O)(=O)N3CCC(C)CC3)s2)cc1
1	2	-1	1	-10	-16	-7	1.9	-1	Cc1ccc(C2C3C(=O)N(c4ccccc4)C(=O)C3N3CCCN23)cc1 (stereo not given)
-5	0	-1	3	-5	18	14	-0.9	7	COc1cc(C(C[N+](=O)[O-])c2c(C)[nH]c3ccccc23)ccc1O (stereo not given)
0	nt	3	1	11	4	0	-3.3	7	CC1(C)NC(=S)NC1=S
3	2	4	1	0	-5	5	-0.3	3	O=[N+]([O-])c1ccc(Cl)cc1N1CCOCC1
-3	nt	0	0	8	-14	-3	0.2	1	C=C1c2ccccc2O[C@H](C(=O)OCC)[C@H]1OC
2	-7	-3	0	-2	8	18	0.8	-9	CCn1cc(C(=O)OCC(=O)c2cc(C)n(-c3ccccc3)c2C)c(=O)c2ccc(C)nc21
2	1	0	0	4	-4	6	-1.5	5	COC(=O)c1c(NC(=O)CC2NCCNC2=O)sc2c1CCCC2 (stereo not given)
-7	3	-5	4	-2	-10	18	-0.3	4	CCc1c(C(=O)N/N=C/c2cn[nH]c2-c2ccc(F)cc2)csc1C
0	0	1	1	1	-5	-4	-7.4	-1	O=C(c1ccc(NC2=NC3CS(=O)(=O)CC3S2)cc1)N1CCN(c2ccc(F)cc2)CC1 (stereo not given)
-2	6	0	0	-1	6	-8	-2.2	2	CC(=O)N1CCc2c(sc(NC(=O)Cc3ccccc3)c2C#N)C1
-2	-2	-3	0	4	1	11	1.9	0	Cc1nc2sccn2c1-c1nc(-c2cc3ccccc3o2)cs1
-3	2	-3	1	7	7	-1	1.1	18	O=C(O)c1cc(S(=O)(=O)NC(Cc2c[nH]c3ccccc23)C(=O)O)ccc1Cl (stereo not given)
2	2	-7	3	3	2	-4	-1.6	-2	CCOC(=O)C1(Cc2cccc(OC)c2)CCN(Cc2ccccc2OC)CC1
-14	-1	-1	9	-6	-6	7	-3.5	10	CCOC(=O)N1CCN(C(=O)CSCc2ccc(Br)cc2)CC1
-5	0	-4	0	-4	5	14	2.0	8	CCOc1ccc(-c2nc(C#N)c(NCc3ccco3)o2)cc1
5	-1	-5	1	-4	-4	16	-1.1	-3	CCn1ccnc1C(O)c1cccc(OC)c1 (stereo not given)
1	nt	-5	-1	3	-9	-2	-1.1	11	Cc1ccc2oc(C(=O)NCCC3CCCCO3)c(C)c2c1 (stereo not given)

Four successive compounds from above, quoted:
CHRM5 PAM	IDE inh	M5 ag	M4 ag	M4 PAM	M4 antag	CRFR2-BP antag	CRFBP-R2 agonist	CHRM5 antagonist	SMILES
-14	-1	-1	9	-6	-6	7	-3.5	10	CCOC(=O)N1CCN(C(=O)CSCc2ccc(Br)cc2)CC1
-5	0	-4	0	-4	5	14	2.0	8	CCOc1ccc(-c2nc(C#N)c(NCc3ccco3)o2)cc1
5	-1	-5	1	-4	-4	16	-1.1	-3	CCn1ccnc1C(O)c1cccc(OC)c1 (stereo not given)
1	nt	-5	-1	3	-9	-2	-1.1	11	Cc1ccc2oc(C(=O)NCCC3CCCCO3)c(C)c2c1 (stereo not given)

Further entries
CHRM5 PAM	IDE inh	M5 ag	M4 ag	M4 PAM	M4 antag	CRFR2-BP antag	CRFBP-R2 agonist	CHRM5 antagonist	SMILES
-5	0	-2	2	-4	-1	13	-2.0	1	COc1ccc(C(=O)CSc2nnc(-c3ccccn3)n2Cc2ccco2)cc1
4	0	-1	0	5	-6	2	0.1	12	O=C(CNC(=O)c1ccco1)NCC(c1ccco1)N1CCCCC1 (stereo not given)
-6	nt	-3	5	-1	-3	nt	nt	5	CCCCN(C=O)c1c(CC)nc2c(OCc3ccc(C(F)(F)F)cc3)cccn12
0	7	1	1	3	-5	-4	-0.4	-6	C=CCn1c(SCC(=O)NC2(C)CCS(=O)(=O)C2)nc2ccccc21 (stereo not given)
-6	-1	-2	5	-8	8	13	1.3	11	COc1ccc(CN(Cc2ccccn2)S(=O)(=O)c2ccc(-n3cnnn3)cc2)cc1
-5	-4	-2	10	4	-3	-5	-0.1	12	CCCNC(=S)N1CCN(c2nc(C)nc3sc4c(c23)CCCC4)CC1
-19	3	-9	23	-33	12	-1	-0.1	9	O=C(COc1ccc(Br)cc1CNCCc1ccccc1)NCc1ccccc1
-1	4	-8	-1	-6	11	-3	-0.1	1	CCN(CC)S(=O)(=O)c1ccc2c(c1)c(=O)c(C(=O)NCCN(C)CCc1ccccc1)cn2C
-8	-8	-7	-1	-3	-10	35	-1.4	2	Cc1ccc(S(=O)(=O)N2CCN=C2SCc2ccccc2)cc1
1	-2	-4	0	-3	9	8	-0.9	-5	CC(C)N(Cc1nccn1C)C(=O)CCc1nnc(CCCc2ccccc2)o1
0	1	1	6	-1	-3	5	-0.8	13	CC(=O)N1CCN(S(=O)(=O)c2cccc(C(=O)OCC(=O)N(Cc3ccccc3)C(C)(C)C)c2)CC1
11	9	-2	0	7	5	-3	1.6	-2	CCN(CCCNC(=O)C1c2ccccc2C(=O)N(CCOC)C1c1ccc(F)cc1)Cc1ccccc1 (stereo not given)
-5	-2	-3	1	12	3	1	-0.6	-4	Cc1ccc(C(=O)NCCc2ccncc2)cc1
-3	4	2	1	5	0	0	-0.8	6	Cc1ccc(-c2nc3ncccn3c2Nc2ccc3c(c2)OCO3)o1
-4	6	1	2	9	-2	-9	3.3	0	CN(C)c1cccc(O)c1
1	0	-9	1	-1	-8	30	4.8	-2	N=C(N)SCc1cn2ccccc2n1
-7	-1	-4	0	6	-6	-24	6.8	26	Fc1ccc2nc(Nc3nc4cc5c(cc4s3)OCO5)sc2c1
-1	0	-12	1	4	-25	5	2.0	-1	O=C(COc1ccc(Cl)cc1[N+](=O)[O-])N1CCCCCC1
-23	-2	-3	10	5	-13	18	-2.0	18	COc1cc(-c2noc(C)c2-c2ccc3[nH]ccc3c2)cc(OC)c1OC
4	-1	-4	0	0	5	2	-0.4	-4	COc1ccc(OC)c(C(=O)c2coc3ccc(OCC(=O)O)cc23)c1
-4	3	-6	0	7	-5	26	1.4	2	Oc1csc(Cc2nc(-c3ccc(Br)cc3)cs2)n1
0	1	-21	2	0	5	0	0.5	1	COc1ccc(CN2CCCC(C(=O)N3CCCCC3)C2)c(OC)c1 (stereo not given)
-15	1	0	2	-14	1	-20	3.0	9	CS(=O)(=O)N1CCN(c2ccccc2NC(=O)c2ccc(-c3ccc(Br)cc3)o2)CC1
-6	-1	1	-1	-4	1	-6	0.8	11	O=C(O)CCCC(=O)N1CCN(c2ncccn2)CC1
0	4	-3	2	-1	11	11	0.7	8	COc1ccc(OC)c(C(=O)NC2CC(C)(C)Cc3c2cnn3-c2ccccc2)c1 (stereo not given)
-10	-3	0	4	-5	10	2	-4.3	-6	O=C(COc1ccccc1)NNc1c2ccccc2nc2ccccc12
-5	2	-3	-1	-8	8	9	-0.2	4	CCn1c2ccccc2c2cc(NC(=O)C(C)Oc3ccccc3)ccc21 (stereo not given)
5	nt	-1	1	6	-2	-5	-0.4	7	O=C(Nc1cccnc1)c1cc2cc(Br)ccc2oc1=O
-20	0	-9	0	-7	-8	-21	-0.4	2	CC(C(=O)Nc1ncccn1)(c1ccccc1)c1ccccc1
2	2	0	0	6	-7	-15	2.5	-3	CC1=NOC2(C1)/C(=N/O)CCC/C2=N\O (stereo not given)
2	-4	-3	1	-3	6	-1	-1.7	0	Cc1cc(C(=O)NCC(=O)OC(C(=O)Nc2cc(C(F)(F)F)ccc2Cl)c2ccccc2)ccc1[N+](=O)[O-] (stereo not given)
0	nt	0	1	4	-1	nt	nt	0	CC1(C(=O)NCc2cccnc2)CCN1C(=O)Cc1cccs1 (stereo not given)
-6	4	-6	4	-7	-5	0	-2.2	-1	Cc1ccc(C(=O)NCCn2ccc3ccccc32)cc1[N+](=O)[O-]
-3	-1	-1	1	10	-7	-4	-1.1	-5	O=C(CSc1nnc2ccccn12)Nc1cccc(S(=O)(=O)N2CCOCC2)c1
-5	-4	1	1	-1	3	-31	0.5	-2	CCC(CC)c1nnc(NC(=O)C2COc3ccccc3O2)s1 (stereo not given)
-1	0	1	2	5	-4	0	-2.7	0	Cn1c(C(=O)Nc2ccc3c(c2)OCO3)cc2c(=O)n(C)c3ccccc3c21
-1	nt	2	2	5	-7	nt	nt	1	Oc1c(N=Nc2nn[nH]n2)ccc2ccccc12
-1	0	1	1	10	-8	20	0.4	0	COc1cc(/C=N/Nc2snc(SC)c2C#N)cc(OC)c1OC
-3	1	3	9	-5	0	22	-1.2	6	Cc1nc(NCc2ccc3c(c2)OCO3)c2oc3ccccc3c2n1
-4	5	0	1	-1	-6	7	0.1	0	Cc1nc2ccc(S(=O)(=O)NC(C(=O)NCc3ccc4c(c3)OCO4)C(C)C)cc2s1 (stereo not given)
4	1	-1	2	2	4	15	-2.4	-1	COC(=O)Nc1ccc(Cn2cc(C(F)(F)F)ccc2=O)cc1
5	4	1	0	10	-4	-5	-2.7	-11	CCN(CC)c1ccc(/C=N/Nc2nc(C)cc(=O)[nH]2)cc1
0	-1	-2	2	11	-16	-7	0.4	-1	CC(C)(C)c1ccc(C(=O)c2c[nH]c(C(=O)NCCCN3CCOCC3)c2)cc1
4	2	-3	1	-2	-2	-9	2.9	-8	CCOC(=O)C(C)On1c(-n2nc(C)cc2C)nc2ccccc2c1=O (stereo not given)

Assay outcomes as filed in PubChem.

Not a hit list; about 2.9% have a hit in one of these screens.
